LAP4-GFP MLPCN = modulators of LAP4-GFP expression in yeast, primary screen, S. cerevisiae, multiplex flow cytometry, MLPCN library; GFP response vs DMSO, % at 10 µM; 3 h; median GFP as percent of DMSO wells; 320,000 compounds, 0.34% hits;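 active = GFP response vs DMSO above a set limit, about the screen mean plus 3 SD, cut at about 150% in these data; inconclusive = under 70 cell events counted for the yeast strain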
CR mimetic SO = reduction of superoxide in aged yeast, primary screen, HTS; 330,000 compounds, 0.18% hits; S. cerevisiae aged cells, superoxide DHE fluorescence; active compounds read low; superoxide response (% of plate mean), % at 10 µM;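 active = superoxide response under a set limit, about three screen SD below normal, cut at about 65% in these data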;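 note: yeast aged for seven days with compound at 30 °C before DHE staining; 100% = average MFI of all compound-treated wells on the plate with controls excluded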
CIT2 TOR yeast = modulators of CIT2-GFP expression in yeast, primary screen, S. cerevisiae, GFP fusion, multiplex flow cytometry, MLPCN library; S. cerevisiae CIT2-GFP strain, 3 h; 100 means same as DMSO wells; GFP response vs DMSO, % at 10 µM; 320,000 compounds, 0.065% hits; AID 2029, 2009;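 active = GFP response relative to DMSO above a set limit, near the screen mean plus 3 SD, cut at about 150% in these data; inconclusive = Fewer than 70 cells measured for a yeast strain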;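 note: ratio of well median GFP fluorescence to mean of DMSO wells on the plate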
RPL19A TOR yeast = RPL19A-GFP expression modulators in yeast, primary screen, cell-based, S. cerevisiae, multiplex flow cytometry, MLPCN | S. cerevisiae RPL19A-GFP strain, 3 h; active compounds read low | percent response vs DMSO, % at 10 µM | 330,000 compounds, 0.3% hits | AID 2025, 2009;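 active = percent response vs DMSO below 50%; inconclusive = fewer than 70 events counted for the yeast strain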;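 note: median channel GFP fluorescence of the barcoded RPL19A-GFP strain; ratio of sample median GFP to plate DMSO average so 100% = DMSO; lower means less RPL19A-GFP as with rapamycin TOR inhibition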
AGP1 TOR yeast = modulators of AGP1-GFP expression in yeast TOR pathway, primary screen, cell-based, multiplex flow cytometry, S. cerevisiae, MLPCN library; 3 h; GFP as percent of DMSO wells; GFP response vs DMSO, % at 10 µM; 320,000 compounds, 0.02% hits; AID 2066, 2009;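 active = GFP response relative to DMSO above a set limit, near screen average plus 3 SD, cut at about 150% in these data; inconclusive = fewer than 70 cells counted for the yeast strain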;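 note: median GFP channel fluorescence of the gated AGP1 strain per well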
MEP2-GFP yeast = modulators of MEP2-GFP levels in yeast, primary screen, S. cerevisiae, multiplex flow cytometry, MLPCN library; S. cerevisiae MEP2-GFP strain, 3 h; 100% = DMSO control level; GFP response vs DMSO, % at 10 µM; 330,000 compounds, 0.51% hits; AID 2016, 2009;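 active = GFP response versus DMSO above a set limit, roughly screen mean plus 3 SD, cut at about 180% in these data; inconclusive = fewer than 70 cells counted for a yeast strain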;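 note: median GFP fluorescence of the barcode-gated MEP2-GFP cells per well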
VLA-4 inh = inhibition in human VLA-4 binding assay, primary screen, VLA-4 allosteric modulator project, MLPCN library, flow cytometry, VLA-4 expressing cells | ligand binding flow cytometry | 330,000 compounds, 0.2% hits | inhibition, % (about 7 µM as worked out from the volumes in the protocol); in the data active = inhibition above about 50%
GRK2 inh = compounds blocking aptamer binding on GRK2 – biochemical, human GRK2, bead flow cytometry, HTS, primary screen; Beta-adrenergic receptor kinase 1 (Homo sapiens), P25098; FAM-aptamer displacement from GRK2; inhibition of aptamer binding, % at 10 µM; 330,000 compounds, 0.59% hits;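 active = inhibition of aptamer binding above 40%, roughly 3 SD of noise, on plates passing a quality check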;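 note: median bead fluorescence of bound FAM aptamer so fluorescent compounds give negative values; no value below 0 was filed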
Target sequence (P25098 whole entry, looked up): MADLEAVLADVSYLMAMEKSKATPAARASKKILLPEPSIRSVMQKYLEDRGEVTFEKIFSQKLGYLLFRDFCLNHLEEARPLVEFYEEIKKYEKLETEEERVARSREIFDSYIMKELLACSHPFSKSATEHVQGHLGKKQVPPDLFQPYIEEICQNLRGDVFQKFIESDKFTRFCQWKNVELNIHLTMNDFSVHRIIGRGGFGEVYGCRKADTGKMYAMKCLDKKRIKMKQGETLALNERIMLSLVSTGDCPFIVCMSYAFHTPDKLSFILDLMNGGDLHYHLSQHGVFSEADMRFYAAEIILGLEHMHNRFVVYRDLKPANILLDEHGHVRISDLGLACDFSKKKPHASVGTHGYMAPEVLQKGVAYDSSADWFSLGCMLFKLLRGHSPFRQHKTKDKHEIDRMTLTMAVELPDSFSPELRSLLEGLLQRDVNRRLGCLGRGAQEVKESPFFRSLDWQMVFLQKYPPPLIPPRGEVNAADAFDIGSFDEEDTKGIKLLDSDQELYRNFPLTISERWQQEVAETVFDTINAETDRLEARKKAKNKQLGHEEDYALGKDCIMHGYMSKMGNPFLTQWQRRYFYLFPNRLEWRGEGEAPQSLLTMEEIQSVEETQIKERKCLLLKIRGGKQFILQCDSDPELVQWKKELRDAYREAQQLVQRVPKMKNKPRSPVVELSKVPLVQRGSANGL
Starred values were filed as active, the others as inactive; ? = inconclusive; · = not tested or not shown; [ ] = remark or other dose. This is a random part of the collection; any-hit rate near 1.7%.

SMILES | LAP4-GFP MLPCN | CR mimetic SO | CIT2 TOR yeast | RPL19A TOR yeast | AGP1 TOR yeast | MEP2-GFP yeast | VLA-4 inh | GRK2 inh
CCCCn1c(N)c(N(CCC(C)C)C(=O)c2ccc3c(c2)OCO3)c(=O)[nH]c1=O | 149.6 | 118.1 | 111.2 | 86.0 | 121.8 | 104.4 | -2.7 | 5.0
COC(=O)[C@H](C)NC(=O)c1cc2c(cn1)[nH]c1ccccc12 | 106.2 | 91.6 | 96.2 | 91.1 | 98.3 | 99.7 | -0.1 | 5.0
COC(=O)CSc1nnc(CNC(=O)c2ccc(OC)c(OC)c2)n1C | 102.3 | 110.5 | 89.2 | 88.9 | 98.2 | 91.3 | 17.0 | 7.0
O=C(N/C(=C\c1ccc([N+](=O)[O-])cc1)C(=O)N1CCOCC1)c1ccco1 | 103.4 | 89.7 | 99.4 | 101.6 | 104.4 | 97.9 | 7.3 | 0.0
COc1ccc(-c2c(NC(=O)c3ccco3)oc3ccccc3c2=O)cc1 | 95.4 | 91.6 | 106.2 | 100.4 | 101.3 | 102.4 | -10.2 | 1.0
O=c1c2ccccc2[nH]c(=S)n1CCC1=CCCCC1 | 95.4 | 113.9 | 101.9 | 99.3 | 91.2 | 98.8 | 3.5 | 8.0
Cc1ccc(C(=O)NC(C)C2CC3CCC2C3)c(C)c1 (stereo unspecified) | 107.5 | 105.4 | 88.7 | 93.6 | 91.6 | 93.0 | 10.5 | 4.0
CCc1cc(=O)[nH]c(SCc2cccc3ccccc23)n1 | 103.5 | 110.8 | 90.5 | 100.5 | 97.5 | 102.2 | -6.7 | 2.0
CCCCC(=O)N=c1sc2cc([N+](=O)[O-])ccc2n1C | 104.4 | 99.3 | 95.6 | 96.9 | 99.9 | 103.4 | -1.2 | 2.0
Cc1ccc2nc(N3CCN(C=O)CC3)nc(-c3ccccc3)c2c1 | 117.4 | 100.7 | 101.5 | 101.8 | 84.9 | 96.4 | -0.2 | 0.0
CC(=O)Cn1ncc(N(C)Cc2ccccc2)c(Cl)c1=O | 97.6 | 105.1 | 105.6 | 101.2 | 99.9 | 104.9 | 19.1 | 3.0
CC(=O)c1ccc(Cc2ccc(C(C)=O)cc2)cc1 | 125.2 | 102.2 | 92.1 | 100.4 | 99.2 | 97.0 | -2.8 | 9.0
CC(NC(=O)CCNS(=O)(=O)c1ccc2c(c1)oc(=O)n2C)c1ccccc1 (stereo unspecified) | 105.7 | 136.9 | 100.6 | 100.8 | 101.3 | 97.3 | 23.9 | 2.0
Cc1ccc(S(=O)(=O)n2c(N)nc3ccccc32)cc1 | 105.0 | 103.6 | 106.1 | 101.7 | 105.7 | 109.1 | 6.9 | 2.0
CCCn1c(=O)c(C(=O)NCCc2ccc(Cl)cc2)c(O)c2ccccc21 | 97.9 | 103.3 | 103.4 | 107.8 | 104.5 | 106.9 | 5.1 | 0.0
CC1CCCCN1CCNC(=O)c1ccc2c(=O)n(CCc3ccccc3)c(=O)[nH]c2c1 (stereo unspecified) | 97.4 | 82.2 | 98.3 | 100.7 | 105.9 | 103.1 | -15.6 | 0.0
CC(C)Cn1c(-c2ccccc2)nc2ccccc2c1=O | 80.8 | 102.8 | 91.1 | 91.9 | 85.5 | 93.1 | -4.2 | 1.0
O=C(NCCOc1ccccc1)C1CCC(=O)N(CCc2ccccn2)C1 (stereo unspecified) | 92.0 | 101.7 | 105.9 | 101.2 | 102.3 | 105.7 | -7.2 | 0.0
S=C(NCCCN1CCOCC1)N1CCN(c2nc(-c3ccc(Cl)cc3)cs2)CC1 | 98.3 | 86.1 | 95.7 | 105.0 | 100.0 | 101.0 | 10.7 | 0.0
Cc1ccccc1/C=N\NC(=O)c1csnn1 | 97.3 | 110.4 | 103.5 | 100.8 | 103.7 | 93.9 | 35.8 | 0.0
CN1CCN(CCc2nc3cc(NC(=O)COc4ccc([N+](=O)[O-])cc4)ccc3n2C)CC1 | 90.7 | 95.1 | 101.5 | 97.0 | 95.8 | 96.7 | 25.3 | 0.0
COCCNC(=O)C(=O)Nc1ccc2c(c1)N(S(=O)(=O)c1cccs1)CCC2 | 113.7 | 103.8 | 88.5 | 90.9 | 104.6 | 93.7 | 2.5 | 0.0
CC1CCCC(NC(=O)c2ccc(CNc3c(N4CCCC4)c(=O)c3=O)cc2)C1C (stereo unspecified) | 104.4 | 106.8 | 102.3 | 102.3 | 105.6 | 96.6 | -5.1 | 1.0
CCCCNC(=O)N1CCN(Cc2ccc(F)cc2)CC1 | 89.7 | 87.6 | 104.9 | 105.1 | 93.8 | 103.3 | 0.0 | 0.0
O=C(Nc1ccc(CN2CCOCC2)cc1)c1ccc(Cl)cc1Cl | 92.8 | 95.7 | 99.3 | 100.2 | 99.2 | 102.0 | -0.2 | 0.0
COc1cc(OC)c(C2=NOC(C(=O)NCc3cccs3)C2)cc1Cl (stereo unspecified) | 105.7 | 109.4 | 89.0 | 91.5 | 97.2 | 98.5 | 5.2 | 1.0
COc1ccc(-c2nn(-c3ccccc3)cc2/C=N/N=C(N)N)cc1OC | 92.6 | 113.3 | 99.2 | 103.3 | 98.0 | 107.8 | 12.9 | 0.0
CSc1ncccc1C(=O)NCc1ccc(C)cc1 | 92.4 | 98.3 | 95.0 | 94.5 | 89.9 | 94.1 | 14.0 | 0.0
c1ccc2nc(-c3ccncc3)ccc2c1 | 99.9 | 105.6 | 108.9 | 106.6 | 113.7 | 116.1 | 1.3 | 0.0
COc1cccc(C2=Nc3cccc4cccc(c34)N2)c1 | 74.9 | 84.3 | 87.6 | 100.1 | 77.9 | 95.7 | 19.9 | 0.0

Reformatted comma-delimited: part of the list above.
SMILES,LAP4-GFP MLPCN,CR mimetic SO,CIT2 TOR yeast,RPL19A TOR yeast,AGP1 TOR yeast,MEP2-GFP yeast,VLA-4 inh,GRK2 inh
S=C(NCCCN1CCOCC1)N1CCN(c2nc(-c3ccc(Cl)cc3)cs2)CC1,98.3,86.1,95.7,105.0,100.0,101.0,10.7,0.0
COCCNC(=O)C(=O)Nc1ccc2c(c1)N(S(=O)(=O)c1cccs1)CCC2,113.7,103.8,88.5,90.9,104.6,93.7,2.5,0.0
O=C(Nc1ccc(CN2CCOCC2)cc1)c1ccc(Cl)cc1Cl,92.8,95.7,99.3,100.2,99.2,102.0,-0.2,0.0

Additional records follow.
SMILES | LAP4-GFP MLPCN | CR mimetic SO | CIT2 TOR yeast | RPL19A TOR yeast | AGP1 TOR yeast | MEP2-GFP yeast | VLA-4 inh | GRK2 inh
Cc1cc(O)cc(O)c1C(=O)Cc1cnn(-c2ccccc2)c1 | 97.8 | 109.0 | 99.5 | 92.3 | 100.0 | 105.5 | 18.7 | 2.0
COc1ccc(-c2cc(C(F)(F)F)nc(S(C)(=O)=O)n2)cc1OC | 95.9 | 89.9 | 87.8 | 87.0 | 106.4 | 119.7 | 18.0 | 0.0
CCc1ccccc1NC(=O)C1(S(=O)(=O)c2ccc(C)cc2)CC1 | 106.7 | 87.4 | 90.5 | 96.9 | 99.9 | 94.2 | -9.4 | 0.0
Cc1ccc(/C=C/C(=O)Nc2cccc3ncccc23)o1 | 103.2 | 93.0 | 95.4 | 95.5 | 100.2 | 107.1 | -104.9 | 1.0
CCc1ccc(-c2nc(CSCC(=O)N3CCN(c4ccccn4)CC3)c(C)o2)cc1 | 98.5[may fluoresce violet] | 99.0 | ? | 44.6*[may fluoresce violet] | 19.2[may fluoresce violet] | 177.3*[may fluoresce violet] | 3.5 | 3.0
COc1ccccc1-n1cc(-c2ccc(Cl)cc2)[nH]c1=O | 89.2 | 111.3 | 92.7 | 99.0 | 96.5 | 103.2 | 8.0 | 2.0
O=C(OCC(=O)N1CCC(Cc2ccccc2)CC1)c1cc(Cl)ccc1O | 105.2 | 98.0 | 91.2 | 100.1 | 102.8 | 103.6 | 8.4 | 2.0
NC(=O)COc1ccc2c3c(c(=O)oc2c1)CCCCC3 | 111.6 | 83.5 | 109.8 | 107.1 | 107.8 | 102.5 | 0.4 | 0.0
Cc1ccc(-n2nc(C)c3c(C)c(CCC(=O)O)c(C)nc32)cc1C | 124.1 | 101.1 | 84.7 | 98.9 | 84.3 | 99.7 | 7.7 | 3.0
CCCCN(C)C(=O)C1CCN(C/C(C)=C/c2ccccc2)CC1 | 96.5 | 85.6 | 94.2 | 98.8 | 103.4 | 100.4 | -4.9 | 1.0
C[C@H](NC(=O)c1nc[nH]c1C(=O)NCC(=O)OCc1ccccc1)C(=O)OC(C)(C)C | 125.7 | 104.6 | 93.0 | 93.9 | 83.2 | 85.5 | -21.1 | 0.0
O=C(Nc1cc(S(=O)(=O)N2CCCCC2)ccc1N1CCCCC1)C1CC1 | 105.1 | 94.8 | 101.5 | 97.9 | 106.5 | 92.5 | -5.1 | 0.0
CCOc1cc(CN2CCN(C(=O)CC(C)C)CC2)ccc1OC | 88.2 | 103.5 | 79.3 | 98.4 | 85.5 | 88.0 | 1.3 | 3.0
COC(=O)C(NC(C)=O)(Nc1cc(C)ccn1)C(F)(F)F (stereo unspecified) | 105.5 | 98.2 | 92.6 | 100.0 | 107.9 | 105.9 | 7.3 | 3.0
Cc1ccc(S(=O)(=O)N2CCC(C(=O)NCCc3ccccn3)CC2)cc1 | 103.2 | 115.7 | 99.0 | 99.3 | 103.0 | 103.7 | 5.2 | 1.0
C/C(=N/NC(=O)c1ccco1)c1cccc(NC(=O)c2ccc(C)o2)c1 | 99.7 | 112.6 | 92.0 | 99.3 | 99.8 | 93.8 | -2.1 | 1.0
CC(=O)Nc1cccc(OC(=O)c2ccoc2C)c1 | 106.0 | 93.0 | 115.4 | 100.8 | 101.2 | 104.1 | -2.9 | 2.0
COCCCN(C(=O)Cn1ncc2c(=O)oc3ccc(C)cc3c21)C(C)c1ccncc1 (stereo unspecified) | 113.1 | 101.5 | 105.2 | 105.1 | 95.3 | 94.9 | -24.7 | 0.0
CCN(CC)C(C)C(=O)Nc1c2c(cc3c1CCC3)CCC2 (stereo unspecified) | 97.5 | 94.4 | 95.6 | 101.7 | 104.4 | 110.2 | -0.5 | 0.0
O=[N+]([O-])c1ccc(N/N=C2\CC3CC=CC23)c([N+](=O)[O-])c1 (stereo unspecified) | 108.3 | 113.7 | 88.0 | 94.0 | 95.5 | 99.6 | -6.5 | 0.0
CCCC(=O)NCCCc1nc2ccccc2n1CCC | 99.5 | 88.7 | 105.0 | 96.6 | 110.4 | 104.5 | -6.1 | 0.0
Cc1ccc(S(=O)(=O)NCCOc2cc(C)ccc2C)cc1 | 87.1 | 92.2 | · | 104.1 | 97.5 | 87.5 | 14.2 | 0.0
CC1CN(CCCSc2ccc(Cl)cc2)CC(C)O1 (stereo unspecified) | 106.5 | 79.6 | 106.1 | 101.5 | 105.0 | 109.7 | -7.9 | 0.0
C=CCOc1ccc(C2C(C#N)=C(N)N(Nc3ccccc3)C3=C2C(=O)CCC3)cc1OC (stereo unspecified) | 105.4 | 115.0 | 111.6 | 105.5 | 94.7 | 100.9 | 0.9 | 0.0
CC(NC(=O)c1ccccc1NS(C)(=O)=O)c1ccccc1 (stereo unspecified) | 103.1 | 85.5 | 108.9 | 100.3 | 104.9 | 102.9 | 15.0 | 0.0
CCNC(=O)NC(=O)CSc1cccc(C(F)(F)F)c1 | 89.0 | 102.9 | 91.8 | 96.1 | 94.8 | 97.9 | -0.7 | 2.0
